# Screening data from PubChem BioAssay.
# M1 PAM parental – counter-screen for M1 PAMs: effect in parental CHO-K1 cells | ATP EC20, Fluo-8 calcium fluorescence; 0% at ATP EC20, 100% at ATP max | activation, % at 3 µM | hit rate 0.02% among 360,000 | AID 602247;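 active = activation above the run cutoff, the mean activation of all test compounds plus 3 SD, cut at about 40% in these data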;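 also: peak over basal fluorescence ratio in a 140 s read after ATP addition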
# TAAR1 antagonist – antagonists of human TAAR1 | Q96RJ0 | inhibition, % at 3 µM | CHO RD-HGA16 TAAR1, Fluo-8 calcium fluorescence, antagonist | AID 624466 | hit rate 1.5% among 360,000;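 active = inhibition above a per-plate cutoff, the mean inhibition of test compounds on that plate plus 3 SD, cut at about 49% in these data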;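 also: 0% = DMSO plus EC80 beta-PEA response and 100% = DMSO alone without agonist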
# Target sequence (Q96RJ0 whole entry, looked up): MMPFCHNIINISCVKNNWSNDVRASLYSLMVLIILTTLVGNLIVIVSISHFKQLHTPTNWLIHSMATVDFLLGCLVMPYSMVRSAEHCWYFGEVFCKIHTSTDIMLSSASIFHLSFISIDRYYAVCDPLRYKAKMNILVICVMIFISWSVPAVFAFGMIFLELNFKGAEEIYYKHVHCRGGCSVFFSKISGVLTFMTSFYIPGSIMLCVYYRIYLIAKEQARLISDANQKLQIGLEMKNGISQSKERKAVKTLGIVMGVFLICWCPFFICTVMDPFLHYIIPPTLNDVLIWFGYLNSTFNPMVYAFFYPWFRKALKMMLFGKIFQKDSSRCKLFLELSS
#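 Test system – hTAAR1-expressing CHO RD-HGA16 cells, Gα16-coupled · Reagent – β-PEA at EC80 concentration, post-compound challenge · Compound dosing – 3 µM, single point · Timing – 140 s kinetic read after compound, 140 s after agonist · Detection – Fluo-8 intracellular calcium dye fluorescence, real-time kinetic reads · Control set – DMSO and EC80 PEA controls · Repeats – n of 1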
# CHO parental Ca – signal in parental CHO cells, OX1R antagonist counter-screen | parental CHO-K1, ATP-induced calcium, Fluo-8 fluorescence | inhibition, % at 5.6 µM | hit rate 0.63% among 330,000;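 active = inhibition above that plate's mean sample inhibition plus 3 SD, cut at about 26% in these data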;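 also: 0% = ATP-challenged DMSO wells and 100% = DMSO wells without ATP; some compounds past the cut are filed as inactive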
#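 Assay system: parental CHO cells; Read-out basis: percent inhibition of ATP-evoked calcium rise, normalized to controls; Benchmarks: ATP and no-ATP DMSO wells; Compound dosing: single nominal dose of 5.6 µM per compound; Signal: Fluo-8 calcium dye fluorescence; Also added: ATP as calcium-mobilizing challenge; Repeats: singlicate.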
# OXTR potentiate – human OXTR potentiation | P30559 | CHO-OTR cells, Fluo-8 calcium fluorescence, potentiator mode; 0% = oxytocin EC15, 100% = EC100 | activation, % at 3 µM | hit rate 0.061% among 320,000 | AID 2445;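 active = activation above that plate's cutoff, the mean activation of tested compounds plus 3 SD, cut at about 6.6% in these data, passing the limit was not always enough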;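 also: 100% uses oxytocin at 75 nM as the full agonist control; some results filed as inactive read as strong as hits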
#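 System: human OTR in CHO cells; Also added: sub-maximal oxytocin, roughly EC15; Timing: compound 6 min at room temperature before oxytocin, 100 s read; Technique: Fluo-8 intracellular calcium fluorescence, ex 470-495, em 515-575 nm; Controls: oxytocin EC15 low and EC100 high; Replication: singlicate.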
# TAAR1 ag – human TAAR1 agonism | CHO RD-HGA16 TAAR1, Fluo-8 calcium fluorescence; vehicle wells 0%, saturating PEA agonist 100% | activation, % at 3 µM | hit rate 0.99% among 360,000;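 active = activation above the mean activation of all test compounds in the run plus 3 SD, cut at about 38% in these data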
#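 System: CHO RD-HGA16 cells carrying human TAAR1 plus Gα16; Incubation: 17-24 h seeding, 75 min 37 °C dye, 30 min RT; Measured by: Fluo-8 fluorescence, 5 s baseline then 140 s kinetic read; Control set: DMSO and PEA EC100; Replication: single well for each compound.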
# CHO-K1 Ca antag – M1 antagonist counterscreen hit in parental CHO-K1 cells | hit rate 0.6% among 360,000 | inhibition, % at 3 µM | ATP-induced calcium, Fluo-8 fluorescence;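 active = inhibition above a per-plate cutoff, the plate's mean sample inhibition plus 3 SD, cut at about 24% in these data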;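 also: 0% = DMSO plus EC80 ATP and 100% = DMSO alone without ATP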
# M1 ag parental – nonselective activator or artifact in parental CHO-K1 cells. Fluo-8 calcium fluorescence; scaled to maximal ATP response, vehicle zero. activation, % at 3 µM. hit rate 0.48% among 360,000. AID 602248; in the data active = activation above about 15%;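 also: untransfected CHO-K1 host cells lacking M1 receptor as counterscreen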
# CHRM1 antagonist – blocks human M1 muscarinic receptor; P11229; CHO-K1 hM1, Fluo-8 calcium fluorescence, ACh EC80 antagonist; inhibition, % at 3 µM; hit rate 1.3% among 360,000;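 active = percent inhibition above its own plate's cutoff, namely the mean of that plate's compound wells plus 3 SD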;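 also: peak over basal fluorescence ratio during 140 s after agonist addition; 0% = ACh EC80 plus DMSO and 100% = DMSO alone without agonist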
# Target sequence (P11229 whole entry, looked up): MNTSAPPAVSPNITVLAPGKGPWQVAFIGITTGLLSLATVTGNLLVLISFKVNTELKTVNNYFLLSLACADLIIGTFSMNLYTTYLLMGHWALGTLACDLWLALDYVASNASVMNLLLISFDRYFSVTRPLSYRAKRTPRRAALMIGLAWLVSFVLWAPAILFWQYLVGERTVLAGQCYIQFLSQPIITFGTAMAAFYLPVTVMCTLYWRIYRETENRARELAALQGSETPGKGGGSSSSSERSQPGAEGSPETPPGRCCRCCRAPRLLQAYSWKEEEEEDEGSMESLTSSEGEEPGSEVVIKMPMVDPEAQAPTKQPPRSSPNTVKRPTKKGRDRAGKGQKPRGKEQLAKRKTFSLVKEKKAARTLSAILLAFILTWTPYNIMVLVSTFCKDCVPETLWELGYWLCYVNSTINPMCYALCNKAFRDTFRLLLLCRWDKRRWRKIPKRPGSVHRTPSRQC
# M1 ag – agonists of human M1 muscarinic receptor | P11229 | CHO-K1 hM1, Fluo-8 calcium fluorescence, agonist mode; 0% DMSO, 100% acetylcholine EC100 | activation, % at 3 µM | hit rate 0.33% among 360,000 | AID 588814;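 active = activation above the run's mean compound activation plus 3 SD, cut at about 16% in these data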;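 also: peak over basal fluorescence ratio within a 140 s kinetic read after compound addition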
# Starred values were filed as active, the others as inactive; . = no result given. Compounds as they come; 4.2% or so of the library scored in one or more.
SMILES,M1 PAM parental,TAAR1 antagonist,CHO parental Ca,OXTR potentiate,TAAR1 ag,CHO-K1 Ca antag,M1 ag parental,CHRM1 antagonist,M1 ag
O=C1/C(=C/c2cccnc2)SC(=S)N1Cc1ccco1,-7,1,.,.,3,0,0.2,-5,-3
Cc1ccc(S(=O)(=O)N2CCC(C(=O)O)CC2)cc1C(=O)O,13,-3,-7,0,4,2,0.4,-21,0
C1CCN(c2nc(N3CCCCC3)nc(N3CCNCC3)n2)CC1,14,-24,0,-23,2,-5,0.2,-3,-2
COc1ccc(S(=O)(=O)N(C)C[C@@H]2OCCCC[C@@H](C)Oc3ccc(NC(=O)NC(C)C)cc3C(=O)N([C@H](C)CO)C[C@@H]2C)cc1,14,-4,.,.,2,-5,-0.1,-20,-7
CCC(=O)Oc1ccc2c(c1)OC1(OC(C)=O)OC(C)CC1=C2C (stereo not drawn),-13,3,-2,0,1,-4,1.3,-3,6
CCCc1cc(=O)n2[nH]c(NCc3ccccc3Cl)nc2n1,21,14,-6,-1,9,-5,0.2,-4,-4
Cc1nc2ccccc2cc1C(=O)N/N=C/c1ccc([N+](=O)[O-])cc1,5,-5,-25,-2,0,-7,0.9,-9,-5
CCOC(=O)Cc1csc(NC(=O)C(C)c2ccc([N+](=O)[O-])cc2)n1 (stereo not drawn),21,20,9,-21,50*,-7,13,9,12
COC(=O)c1ccc2nc(-c3cccc(Cl)c3)c(Cc3ccsc3)n2c1,11,-5,.,.,2,0,1.4,-1,-4
Cc1ccc(-c2c3c(=O)n(C)c(=O)n(C)c3cn2Cc2ccccn2)cc1,4,7,-8,-14,3,-8,0.2,-16,-1
CCOC(=O)CC(=O)c1sc2c(c1N)c(=O)[nH]c(=O)n2-c1ccc(OC)cc1,-9,-1,-3,-13,3,-10,0.5,-14,0
CCOC(=O)c1nonc1NC(C)=O,0,4,10,-4,-1,4,0.4,-6,-3
Cc1cc(SCC(=O)OCC(=O)NCc2ccc3c(c2)OCO3)c(C)cc1Br,19,2,-7,-2,2,-13,5.0,-9,-11
COc1ccc(/C=C/C(=O)NCC(=O)N/N=C/c2cccs2)cc1,12,-9,-4,-9,7,-1,3.1,-11,-1
Cc1ccc(NC(=O)CN(C)CCOc2ccccc2)c([N+](=O)[O-])c1,9,13,-1,-2,3,9,0.1,0,-6
CC(=O)c1ccc(OC(C)C)c(CN2CCCCC2)c1,6,8,-9,1,10,-5,0.2,-12,-8
CCOc1ccc(NC(=O)CS(=O)CC(=O)NC2CCCc3ccccc32)cc1 (stereo not drawn),5,3,-12,-6,7,4,0.2,-9,-3
Cc1ccc(C2C(C#N)=C(N)Oc3nc(-c4ccccc4)[nH]c32)o1 (stereo not drawn),22,-1,-3,-1,2,-15,0.2,-17,-6
CCCCCCCCCS(=O)(=O)N/N=C/c1cccc([N+](=O)[O-])c1,-5,-9,-12,-5,6,-16,2.1,-4,0
O=C(Nc1cc(S(=O)(=O)N2CCOCC2)ccc1Oc1ccc(F)cc1)C1=COCCO1,5,-11,-12,-11,10,-4,0.2,-12,-4
Cc1ccc(N=C2CCCCCN2C)c(C#N)c1,21,9,-17,-17,4,-16,0.8,-7,-4
O=C(CN1C(=O)NC2(CCc3ccccc32)C1=O)NCc1ccc(F)cc1 (stereo not drawn),-14,-12,.,.,1,-4,0.4,-14,-2
CC(C)NC(=O)CN(Cc1ccc(F)cc1)C(=O)CCC(=O)Nc1ccccn1,19,-1,-5,-7,0,-11,1.0,1,-3
CC(C)(C)C(=O)NCCCc1nc2ccccc2n1CCCOc1ccc(Cl)cc1,8,66*,2,-8,19,-6,6.1,25,-2
CCCCC1=NN(C(=O)c2ccco2)C(O)(C(F)(F)F)C1 (stereo not drawn),21,-11,-23,-5,0,-8,1.3,-2,-8

# An excerpt from above in order of formula weight, highest first.
SMILES,M1 PAM parental,TAAR1 antagonist,CHO parental Ca,OXTR potentiate,TAAR1 ag,CHO-K1 Ca antag,M1 ag parental,CHRM1 antagonist,M1 ag
COc1ccc(S(=O)(=O)N(C)C[C@@H]2OCCCC[C@@H](C)Oc3ccc(NC(=O)NC(C)C)cc3C(=O)N([C@H](C)CO)C[C@@H]2C)cc1,14,-4,.,.,2,-5,-0.1,-20,-7
Cc1cc(SCC(=O)OCC(=O)NCc2ccc3c(c2)OCO3)c(C)cc1Br,19,2,-7,-2,2,-13,5.0,-9,-11
CCOC(=O)CC(=O)c1sc2c(c1N)c(=O)[nH]c(=O)n2-c1ccc(OC)cc1,-9,-1,-3,-13,3,-10,0.5,-14,0
CC(C)NC(=O)CN(Cc1ccc(F)cc1)C(=O)CCC(=O)Nc1ccccn1,19,-1,-5,-7,0,-11,1.0,1,-3
O=C(CN1C(=O)NC2(CCc3ccccc32)C1=O)NCc1ccc(F)cc1 (stereo not drawn),-14,-12,.,.,1,-4,0.4,-14,-2
CCCCCCCCCS(=O)(=O)N/N=C/c1cccc([N+](=O)[O-])c1,-5,-9,-12,-5,6,-16,2.1,-4,0
COc1ccc(/C=C/C(=O)NCC(=O)N/N=C/c2cccs2)cc1,12,-9,-4,-9,7,-1,3.1,-11,-1
CCC(=O)Oc1ccc2c(c1)OC1(OC(C)=O)OC(C)CC1=C2C (stereo not drawn),-13,3,-2,0,1,-4,1.3,-3,6
Cc1ccc(S(=O)(=O)N2CCC(C(=O)O)CC2)cc1C(=O)O,13,-3,-7,0,4,2,0.4,-21,0
CCCc1cc(=O)n2[nH]c(NCc3ccccc3Cl)nc2n1,21,14,-6,-1,9,-5,0.2,-4,-4
CC(=O)c1ccc(OC(C)C)c(CN2CCCCC2)c1,6,8,-9,1,10,-5,0.2,-12,-8
CCOC(=O)c1nonc1NC(C)=O,0,4,10,-4,-1,4,0.4,-6,-3

# An excerpt from above in order of length of the SMILES, smallest number first:
SMILES,M1 PAM parental,TAAR1 antagonist,CHO parental Ca,OXTR potentiate,TAAR1 ag,CHO-K1 Ca antag,M1 ag parental,CHRM1 antagonist,M1 ag
Cc1ccc(C2C(C#N)=C(N)Oc3nc(-c4ccccc4)[nH]c32)o1 (stereo not drawn),22,-1,-3,-1,2,-15,0.2,-17,-6
O=C(Nc1cc(S(=O)(=O)N2CCOCC2)ccc1Oc1ccc(F)cc1)C1=COCCO1,5,-11,-12,-11,10,-4,0.2,-12,-4
COc1ccc(S(=O)(=O)N(C)C[C@@H]2OCCCC[C@@H](C)Oc3ccc(NC(=O)NC(C)C)cc3C(=O)N([C@H](C)CO)C[C@@H]2C)cc1,14,-4,.,.,2,-5,-0.1,-20,-7

# Additional entries follow.
SMILES,M1 PAM parental,TAAR1 antagonist,CHO parental Ca,OXTR potentiate,TAAR1 ag,CHO-K1 Ca antag,M1 ag parental,CHRM1 antagonist,M1 ag
CCOc1nc(Nc2ccccc2)nc(OCC)n1,20,-20,-3,-4,0,-14,-0.1,-12,-4
CCOc1ccc(N(CC)C(=O)c2nn(-c3ccc(OC)cc3)c(=O)c3c2c2ccccc2n3C)cc1,17,12,-20,-12,1,-3,0.9,-9,-10
Cc1ccc(C)n1-c1sc2c(c1C#N)CCC(C)C2 (stereo not drawn),5,48,-16,-2,1,-7,0.2,0,-7
O=C(NCc1ccncc1)C12CC3CC(CC(Cl)(C3)C1)C2,7,-12,-8,-1,2,-22,1.9,-9,-10
Nc1nc(SCC(=O)NCc2ccc(F)cc2)[nH]c(=O)c1NC(=O)c1ccc(Cl)cc1,18,-15,-4,3,7,-8,1.1,-6,-6
CSc1ccccc1C(=O)Nc1ncc(C)s1,2,16,4,-3,7,-4,0.5,-9,-2
COc1cc(C(=O)NNC2=NC(C)(C)Cc3cc(C)c(C)cc32)cc(OC)c1OC,20,-10,-14,-2,7,-2,0.4,-6,-8
Cn1c(=O)[nH]c(=O)c2cc(C(=O)c3cc(F)ccc3O)cnc21,7,1,12,-7,1,-6,1.8,-1,-4
O=C(N=C1SC2CS(=O)(=O)CC2N1c1ccc(F)c(Cl)c1)C1CC1 (stereo not drawn),10,1,-9,-3,5,-6,0.3,-13,-1
COc1ccc(C2=CCCCCC2)cc1OC,3,-17,.,.,3,-2,0.1,-5,-3
Cc1ccc(CN2C(=O)CCC2(C)c2nnnn2-c2c(C)cccc2C)cc1 (stereo not drawn),15,0,.,.,-1,-17,1.3,.,.
NS(=O)(=O)c1ccc(N/N=C/c2ccc[nH]2)c([N+](=O)[O-])c1,18,-17,3,-16,1,-12,1.9,-2,-1
O=C(CN1C(=O)COc2ccc(Cl)cc21)Nc1ccc2c(c1)OCCO2,-8,-3,-10,-6,6,12,1.2,1,-4
COc1ccc2c(c1OC)C(=O)OC2Nc1nc(-c2cc3cc(Br)ccc3oc2=O)cs1 (stereo not drawn),13,3,-12,-1,0,-19,0.5,-10,-5
Cc1ccccc1-c1nc2sc3c(c2c(=O)o1)CCC3,12,-5,6,-8,10,-5,0.2,-3,0
CCCCCOc1ccc(C(=O)Nc2ccc(N3CCOCC3)cc2N2CCOCC2)cc1,-1,-15,-6,-2,2,2,0.4,19,-3
COc1ccc(N2CCN(CC(O)COc3ccccc3[N+](=O)[O-])CC2)cc1 (stereo not drawn),2,-9,-10,-10,1,-3,-0.2,0,-8
O=C(c1nc2ccccc2s1)N1CCN(c2ccccn2)CC1,15,16,-10,-7,11,-7,2.3,6,-3
CCC(=O)c1ccc(OCC(=O)O)cc1,6,-16,.,.,-1,8,0.3,-8,-2
